Screens as filed in PubChem BioAssay.
HTR2A ag = activates the mouse 5-HT2A serotonin receptor. P35363. CHO-K1 mHTR2A beta-arrestin complementation, luminescence; percent of 30 µM serotonin response. activation, % at 7.6 µM. hit rate 0.66% among 360,000. AID 624169;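 active = activation above a run cutoff, the mean activation of all tested compounds plus 3 SD, cut at about 14% in these data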;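 also: 0% = plate median of compound wells and 100% = 30 µM serotonin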
ABCB6 inh MLPCN = blocks the human ABCB6 transporter; K562-ABCB6 porphyrin accumulation, flow cytometry, 1 h; stronger effect = lower value; fluorescence ratio to DMSO, % at 10 µM; hit rate 0.19% among 360,000; Q9NP58;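 active = fluorescence ratio to DMSO below 75%, the collection mean minus 3 SD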;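 also: signal is porphyrin accumulated inside mitochondria; 100% equals median channel fluorescence of DMSO control wells; lower ratio means ABCB6 inhibition with less porphyrin fluorescence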
NOD2-RIPK2 inh = inhibitors of human NOD2-RIPK2 interaction. O43353. CHO BLA complementation NOD2-RIPK2, CCF4 ratio. AID 624267. hit rate 0.38% among 360,000. inhibition, % at 4.98 µM; in the data active = inhibition above about 21%;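 also: 0% = vehicle only and 100% = reference blocker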
Cardio protect = modulators protecting cardiomyocytes from myocardial damage. H9c2 cardiomyocytes, H2O2 injury protection, ATPLite, 2 h. protection from H2O2 cell death, % at 20 µM. hit rate 0.63% among 360,000. AID 588492;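 active = compounds giving at least 50% protection of heart cells from peroxide-induced death in the single-dose screen, raw or plate-pattern-corrected value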;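 also: 0% = DMSO wells with peroxide and 100% = DMSO wells without peroxide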
TLR9-MyD88 inh = blocks human TLR9 binding to MyD88 | CHO BLA complementation TLR9-MyD88, CCF4 FRET ratio | hit rate 0.21% among 340,000 | inhibition, % at 4.98 µM | AID 504734 | Q9NR96+Q99836;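 active = inhibition above the mean over all tested compounds plus 3 SD, cut at about 21% in these data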;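 also: 0% = DMSO only wells and 100% = clavulanate BLA inhibitor control wells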
SRC2 inh = inhibits human steroid receptor coactivator 2; inhibition, % at 9 µM; Q15596; HEK293 GAL4-SRC2 luciferase reporter, luminescence; hit rate 0.17% among 370,000; AID 651957;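 active = inhibition above the mean inhibition of all tested compounds plus 3 SD, set per campaign, cut at about 52% in these data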;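 also: 0% = DMSO treated cells and 100% = cells given Gossypol at 36 µM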
MC4R barr agon = human MC4R agonism via beta-arrestin; P32245; U2OS MC4R beta-arrestin complementation, luminescence; percent of melanotan II response, DMSO zero; activation, % at 8.9 µM; hit rate 0.98% among 360,000;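 active = activation above a per-plate cutoff, the mean activation of sample wells on that plate plus 3 SD, cut at about 8% in these data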
ABHD5-PLIN5 inh = ABHD5-PLIN5 protein interaction inhibition. inhibition, % at 4 µM. Split G. princeps luciferase complementation, luminescence, 4 h. hit rate 0.78% among 360,000. Q00G26+Q8WTS1;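 active = inhibition above the mean inhibition across every tested compound plus 3 SD, cut at about 22% in these data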;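 also: 0% = DMSO only wells and the 100% control is not disclosed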
Target sequence (Q00G26 whole entry, looked up): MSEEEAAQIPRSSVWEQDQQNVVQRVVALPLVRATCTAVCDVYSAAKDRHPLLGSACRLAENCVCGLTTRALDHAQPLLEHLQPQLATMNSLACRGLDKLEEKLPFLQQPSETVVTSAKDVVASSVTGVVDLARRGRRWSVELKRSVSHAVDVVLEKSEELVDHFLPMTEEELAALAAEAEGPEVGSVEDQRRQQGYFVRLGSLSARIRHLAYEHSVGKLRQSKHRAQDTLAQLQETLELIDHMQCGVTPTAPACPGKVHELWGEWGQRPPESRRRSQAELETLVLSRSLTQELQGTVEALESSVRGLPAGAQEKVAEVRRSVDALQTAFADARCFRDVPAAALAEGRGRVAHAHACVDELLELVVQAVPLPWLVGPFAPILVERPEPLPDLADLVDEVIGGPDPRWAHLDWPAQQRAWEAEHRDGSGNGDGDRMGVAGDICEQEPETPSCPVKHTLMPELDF
Target sequence (Q8WTS1 whole entry, looked up): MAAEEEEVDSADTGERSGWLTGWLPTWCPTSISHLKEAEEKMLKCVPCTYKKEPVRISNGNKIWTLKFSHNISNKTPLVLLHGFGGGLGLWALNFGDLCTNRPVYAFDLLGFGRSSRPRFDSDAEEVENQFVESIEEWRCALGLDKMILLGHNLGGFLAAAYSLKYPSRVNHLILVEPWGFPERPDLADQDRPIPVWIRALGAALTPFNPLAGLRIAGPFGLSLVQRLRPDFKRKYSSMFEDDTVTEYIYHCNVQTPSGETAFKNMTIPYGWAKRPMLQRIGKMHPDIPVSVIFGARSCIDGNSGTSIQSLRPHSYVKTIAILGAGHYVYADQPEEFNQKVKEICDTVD
Glyco luc inh = blocks N-linked glycosylation in D54 reporter cells; D54 ERlucT glycosylation luciferase reporter, 24 h; percent of 100 nM tunicamycin response; reporter increase, % at 12.5 µM; hit rate 0.23% among 360,000; AID 588692;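 active = mean luciferase reporter signal, scaled so untreated is 0 and the glycosylation-blocking control 100, at or above a set limit in every replicate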;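 also: luciferase carries N-glycosylation sites so blocking glycosylation raises the light; 0% = median of neutral control wells and 100% = median of 100 nM tunicamycin wells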
MC4R antag cAMP = human MC4R antagonism in cAMP assay; P32245; MC4R-expressing cells, MTII-stimulated cAMP, LANCE TR-FRET; inhibition, % at 6.5 µM; hit rate 0.48% among 360,000; AID 540295;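 active = inhibition above its plate's cutoff, the mean of tested wells on that plate plus 3 SD, cut at about 29% in these data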;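 also: 0% = Melanotan II alone and 100% = Melanotan II plus saturating MCL0020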
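System: U2OS-MC4R stable cell line; Technique: Eu-cAMP/anti-cAMP TR-FRET, emission 671 nm; Repeats: single well per compound; Also added: Melanotan II; Dosing: one concentration, 6.5 µM nominal; Schedule: 30-min compound, 1-h challenge, 1-h detection, room temperature.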
An asterisk follows results filed as active; / = no result given. Not all compounds are listed; rates above refer to the full screens.

Results follow in this order: HTR2A ag, ABCB6 inh MLPCN, NOD2-RIPK2 inh, Cardio protect, TLR9-MyD88 inh, SRC2 inh, MC4R barr agon, ABHD5-PLIN5 inh, Glyco luc inh, MC4R antag cAMP
1: N#C/C(=C\c1ccc(O)c(O)c1)C(=O)NCCc1ccccc1
 : -6.8, 94.0, 15.7, 77.2*, 1.5, 8.7, -1.1, 0.0, -5.6, -8.9
2: CC(=O)N1CCC(N(C(=O)Nc2ccc(F)cc2)C2CCCC2)CC1
 : -4.5, 100.0, -12.3, 10.4, 0.7, -12.6, -1.1, -4.4, -1.4, 1.4
3: CC1(C)C(=O)Nc2ccccc2N1C(=O)CN1C(=O)C(=O)N(C2CCCC2)C1=O
 : 2.1, 98.0, 4.8, 8.8, -9.8, 0.1, 1.0, 0.7, 2.2, 14.4
4: O=C(/C=C/c1cccs1)Nc1ccncc1
 : 0.0, 102.0, -28.6, -14.3, 1.1, -29.2, -1.0, 0.3, -1.4, -5.9
5: Nc1ccccc1C#Cc1ccc2[nH]ccc2c1
 : -9.4, 101.0, -1.7, -21.5, 0.6, 6.8, -1.7, 4.2, -3.9, 4.0
6: CCOc1ccc(S(=O)(=O)Nc2ccc(OC)nc2)cc1
 : 2.1, 97.0, -2.0, -5.9, -7.5, 4.8, 1.0, -8.1, 1.9, 12.8
7: CC1=CC(=O)C(C(C)C)=C/C1=N/OS(=O)(=O)c1ccccc1
 : 0.4, 102.0, 58.9*, -18.6, 6.3, 13.9, 30.9*, 21.7, 19.7, 71.3*
8: CCOc1ccc(N/C=C/C(=O)c2ccc(C)cc2)c([N+](=O)[O-])c1
 : 1.0, 95.0, 11.8, -12.8, 9.3, -8.7, -1.9, -4.1, -0.1, 0.9
9: COc1ccccc1S(=O)(=O)N(C)C[C@H]1OCc2cn(nn2)CCCC(=O)N([C@@H](C)CO)C[C@@H]1C
 : -2.0, 97.0, 7.7, 5.9, -10.0, -1.5, -0.5, 10.1, 1.0, 5.2
10: CSc1nsc(SCC(=O)Nc2cccc(C(C)=O)c2)n1
 : -2.0, 95.0, 1.0, 1.4, 3.3, -16.3, -1.1, -11.0, -3.1, 7.4
11: O=C(NNC(=O)C1CCCC1)c1cc([N+](=O)[O-])cc([N+](=O)[O-])c1
 : 7.2, 93.0, 1.0, 7.5, -3.8, 3.5, -1.6, 3.9, 0.5, 4.6
12: COc1ccc(NC(=O)C2=CCN(S(=O)(=O)c3ccccc3)CC2)cc1OC
 : 2.0, 96.0, 0.1, 2.9, -14.2, 15.0, -0.1, -5.9, 0.0, 22.4
13: COc1ccc(NC(=O)CC(C)CC(=O)NCc2ccc(F)cc2)c(OC)c1 (configuration not stated)
 : -1.7, 108.0, 6.0, 2.1, 6.7, 1.5, -1.8, -3.1, 3.0, 6.6
14: NNC(=O)C1CC(O)CN1S(=O)(=O)c1ccc2ccccc2c1 (configuration not stated)
 : -7.2, 96.0, -0.5, 4.2, 0.1, -15.2, -1.4, 2.6, 1.1, 9.6
15: NS(=O)(=O)c1ccc(CCNC(=O)CN2CCC(Cc3ccccc3)CC2)cc1
 : -3.3, 94.0, -0.3, -14.8, -3.7, 21.5, -0.9, 1.0, 0.8, 9.6
16: CCNc1nc(OC)nc(N(OC)S(=O)(=O)c2ccc(C)cc2)n1
 : -1.5, 99.0, 2.9, 3.6, -3.4, -41.8, -1.7, -5.5, 1.8, -4.0
17: COc1ccc(NC(=O)CC2SC(=Nc3ccccc3)NC2=O)cc1 (configuration not stated)
 : -0.5, 92.0, -3.5, 0.2, -2.6, -9.7, 0.1, -1.6, 1.7, -2.7
18: CCn1nnnc1SCC(=O)c1ccc2c(c1)OCCO2
 : 0.4, 100.0, -4.2, 6.7, -1.7, -57.7, -1.5, -0.7, 0.0, 10.0
19: CC(C)Oc1ccc(C(CC(=O)O)NC(=O)C2CCCCC2)cc1 (configuration not stated)
 : 5.6, 102.0, -3.3, 9.9, -3.4, -0.2, -0.5, 2.4, 1.9, 1.7
20: COc1ccc(OC)c(NC(=O)CSc2nc(-c3ccccc3)cc(=O)[nH]2)c1
 : 6.4, 100.0, -3.5, -0.8, -5.4, -8.8, -2.1, -2.1, 0.5, 18.9
21: C=CCn1c(Cn2nnc3ccccc32)nnc1SCC(=O)N/N=C/c1cc(Br)cc(OC)c1O
 : 0.4, 98.0, -7.7, 9.5, 5.3, /, 1.4, -1.3, 1.1, 1.7
22: O=C(CC1C(=O)NCCN1Cc1ccc(-c2ccccc2)cc1)NCCCn1ccnc1 (configuration not stated)
 : 0.7, 97.0, -16.8, -7.5, -2.2, 8.9, 1.4, 3.1, -0.3, 30.7*

Filtered by structure: the entries above with four or more nitrogen atoms
Results follow in this order: HTR2A ag, ABCB6 inh MLPCN, NOD2-RIPK2 inh, Cardio protect, TLR9-MyD88 inh, SRC2 inh, MC4R barr agon, ABHD5-PLIN5 inh, Glyco luc inh, MC4R antag cAMP
3: CC1(C)C(=O)Nc2ccccc2N1C(=O)CN1C(=O)C(=O)N(C2CCCC2)C1=O
 : 2.1, 98.0, 4.8, 8.8, -9.8, 0.1, 1.0, 0.7, 2.2, 14.4
9: COc1ccccc1S(=O)(=O)N(C)C[C@H]1OCc2cn(nn2)CCCC(=O)N([C@@H](C)CO)C[C@@H]1C
 : -2.0, 97.0, 7.7, 5.9, -10.0, -1.5, -0.5, 10.1, 1.0, 5.2
11: O=C(NNC(=O)C1CCCC1)c1cc([N+](=O)[O-])cc([N+](=O)[O-])c1
 : 7.2, 93.0, 1.0, 7.5, -3.8, 3.5, -1.6, 3.9, 0.5, 4.6
16: CCNc1nc(OC)nc(N(OC)S(=O)(=O)c2ccc(C)cc2)n1
 : -1.5, 99.0, 2.9, 3.6, -3.4, -41.8, -1.7, -5.5, 1.8, -4.0
18: CCn1nnnc1SCC(=O)c1ccc2c(c1)OCCO2
 : 0.4, 100.0, -4.2, 6.7, -1.7, -57.7, -1.5, -0.7, 0.0, 10.0
21: C=CCn1c(Cn2nnc3ccccc32)nnc1SCC(=O)N/N=C/c1cc(Br)cc(OC)c1O
 : 0.4, 98.0, -7.7, 9.5, 5.3, /, 1.4, -1.3, 1.1, 1.7
22: O=C(CC1C(=O)NCCN1Cc1ccc(-c2ccccc2)cc1)NCCCn1ccnc1 (configuration not stated)
 : 0.7, 97.0, -16.8, -7.5, -2.2, 8.9, 1.4, 3.1, -0.3, 30.7*
